Source: PubChem
TRHR agonist: TRH receptor (human) agonism; P34981; TRHR cells, calcium flux fluo-8, FDSS agonist mode; activation, % at 2 µM; actives 0.18% (n = 360,000); AID 493084; in the data active means activation above about 30%; further: 0% is about no effect
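In this calcium-flux screen, cells bearing human TRHR are dye-loaded with fluo-8, baselined for 10 cycles, then exposed to library compounds; positive kinetic calcium responses during the agonist phase mark hits, with TRH as control.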
USP1 inh: inhibitors of human USP1/UAF1 deubiquitinase | O94782 | actives 0.23% (n = 390,000) | recombinant USP1/UAF1, Ub-Rhodamine cleavage fluorescence | Potency, µM (series often up to 57.1 µM), for inactives: at the top dose activity change, negative = inhibition, hits mostly inhibitors; further: potency means the concentration at half of the fitted maximal effect; on the % scale 0 is the no-effect control and ±100 the full control effect; nearly all actives have a fitted effect of over 60% in size; inactives centre near -12
Target sequence (O94782 whole entry, looked up): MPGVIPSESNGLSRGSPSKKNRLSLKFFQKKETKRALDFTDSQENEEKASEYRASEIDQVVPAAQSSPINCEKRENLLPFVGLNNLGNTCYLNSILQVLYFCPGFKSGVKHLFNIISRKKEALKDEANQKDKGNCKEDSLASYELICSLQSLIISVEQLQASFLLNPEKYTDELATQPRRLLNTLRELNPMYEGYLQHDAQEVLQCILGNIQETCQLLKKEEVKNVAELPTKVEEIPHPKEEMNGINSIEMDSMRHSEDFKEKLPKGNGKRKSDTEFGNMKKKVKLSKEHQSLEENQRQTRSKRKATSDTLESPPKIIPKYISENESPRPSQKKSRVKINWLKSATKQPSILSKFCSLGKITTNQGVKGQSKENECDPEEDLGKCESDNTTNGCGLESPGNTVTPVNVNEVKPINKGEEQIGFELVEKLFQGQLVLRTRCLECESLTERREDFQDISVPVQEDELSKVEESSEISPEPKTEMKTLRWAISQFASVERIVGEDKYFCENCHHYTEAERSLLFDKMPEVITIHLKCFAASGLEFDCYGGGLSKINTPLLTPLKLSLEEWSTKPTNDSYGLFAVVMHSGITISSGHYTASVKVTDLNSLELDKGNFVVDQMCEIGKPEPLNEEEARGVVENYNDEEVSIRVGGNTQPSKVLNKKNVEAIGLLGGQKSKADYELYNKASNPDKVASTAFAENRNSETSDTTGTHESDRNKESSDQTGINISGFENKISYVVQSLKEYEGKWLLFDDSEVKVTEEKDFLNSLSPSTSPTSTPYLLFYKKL
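Step one: compound is pinned into 1nM USP1/UAF1 in HEPES pH 7.8 buffer with TCEP. Step two: 15 min room-temperature incubation. Step three: Ub-Rho (150nM final) starts cleavage, tracked by fluorescence over six one-minute reads.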
Pin1 inh: blocks the human prolyl isomerase Pin1; AID 504891; Potency, µM (highest dose often 115 µM), for inactives: at the highest dose activity, negative = inhibition, actives largely listed as inhibitors; Pin1 FP peptide displacement, HiFluor488, 10 min; actives 0.009% (n = 390,000); active means well fitted inhibition curve with a large enough effect in the polarisation, with a control signal flat, not every such curve was filed as active; inconclusive means small, poorly fitted or top-dose-only effect, or effect the other way, or a change in a side signal; inactive means no such curve, though single readings can be large or run the other way; the % refers to the polarisation; further: potency means the concentration at half of the fitted maximal effect; on the % scale 0 is the no-effect control and ±100 the full control effect
Target sequence (Q13526 whole entry, looked up): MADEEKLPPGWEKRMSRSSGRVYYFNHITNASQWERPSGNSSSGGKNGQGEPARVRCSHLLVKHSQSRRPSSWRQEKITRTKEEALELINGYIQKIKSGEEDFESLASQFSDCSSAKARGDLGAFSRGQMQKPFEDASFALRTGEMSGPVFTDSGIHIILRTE
D2 ag: agonists of human D2 dopamine receptor; P14416; HEK293 T-REx D2 cells, calcium flux agonist mode; activation, % at 2 µM; actives 0.53% (n = 340,000);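 active means activation over 3 SD above normal in the single-dose calcium agonist read, cut at about 30% in these data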; further: 0% is about no effect
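Agonism is scored from calcium flux in a force-coupled, inducible HEK293 cell line expressing D2, read kinetically for 180 s after compound addition against dopamine controls.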
rTrxR1 inhibitor: blocks rat thioredoxin reductase 1; Potency, µM (series often up to 114 µM), for the others: top-dose activity change, negative = inhibition, most hits filed as inhibitors; recombinant rTrxR1, NADPH fluorescence consumption, selenite substrate; AID 588453; O89049; actives 1% (n = 390,000); further: potency means the concentration at half of the fitted maximal effect; on the % scale 0 is the no-effect control and ±100 the full control effect; nearly all actives have a fitted effect of over 65% in size
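Rat TrxR1 (90 nM in the dispensed reagent) was pre-reduced with 400 uM NADPH for 5 min at room temperature, then incubated with compound for 15 min. After 400 uM selenite was added, NADPH fluorescence (Ex 340/Em 450 nm) was followed for 8 min.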
TRHR PAM: allosteric enhancers of human TRH receptor; TRHR cells, fluo-8 calcium fluorescence, EC20 TRH enhancement; enhancement, % at 2 µM; actives 0.66% (n = 360,000); in the data active means enhancement above about 30%; further: 0% is about no effect
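Enhancer read-out: after compound pinning and an initial kinetic agonist-mode read, an EC20 of TRH (10 nM final) was injected and fluo-8 calcium signal (Ex 480/Em 530) followed at 1 s/cycle for 100 cycles in TRHR-expressing cells.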
TrxR1 substrate: rat thioredoxin reductase 1 substrate activity. O89049. purified TrxR1 substrate turnover, NADPH consumption readout. Potency, µM (series often up to 114 µM), for inactives: at the top dose activity change, negative = substrate turnover. actives 0.01% (n = 390,000). AID 588456; further: potency means the concentration at half of the fitted maximal effect; on the % scale 0 is the no-effect control and ±100 the full control effect; nearly all actives have a fitted effect of over 50% in size
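Rat TrxR1, dispensed at 90 nM, was prereduced with 400 uM NADPH (final) for 5 min at ~22 deg C, then incubated with compound 15 min before 400 uM selenite. A first-read NADPH fluorescence drop versus no-compound background flagged substrates.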
D2 antag: D2 dopamine receptor (human) antagonism | AID 485344 | HEK293 TREx D2 cells, calcium flux, dopamine EC80 | inhibition, % at 10 µM | actives 2% (n = 340,000) | P14416; in the data active means inhibition above about 30%; further: 0% is about no effect
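Overnight-induced (tetracycline, 30 C) HEK293 T-REx cells carrying force-coupled D2 receive a no-wash calcium dye, then compound, then EC80 dopamine at 180 s; signals are read kinetically throughout.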
mIDH1 inhibitor: human IDH1 R132H inhibition | Potency, µM (series often up to 76.6 µM), without a hit: at the highest dose activity change, negative = inhibition, actives largely listed as inhibitors | O75874 | actives 0.093% (n = 390,000) | IDH1-R132H enzyme, NADPH consumption, diaphorase/resazurin fluorescence; further: potency means the concentration at half of the fitted maximal effect; on the % scale 0 is the no-effect control and ±100 the full control effect; nearly all actives have a fitted effect of over 65% in size
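IDH1-R132H (0.5 ug/mL) preincubated 30 min with compound, then NADPH (0.016 mM) and alpha-KG (2 mM) added; 80 min at RT, pH 7.5. Remaining NADPH coupled via diaphorase/resazurin to fluorescence (540/590 nm); concentration-response curves normalized to no-enzyme control.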
* = called active by the depositor; ? = inconclusive; . = not tested or not shown; [ ] = dose if it differs, or a comment. Unless noted, the call rests on the fitted dose curve; in most records, active means well fitted inhibition curve with a large enough effect; inconclusive means small, poorly fitted or top-dose-only effect; inactive means no such curve, though single readings can be large or run the other way. Only part of the results is shown; count on the stated rates, not on these rows.

Below each SMILES – TRHR agonist, USP1 inh, Pin1 inh, D2 ag, rTrxR1 inhibitor, TRHR PAM, TrxR1 substrate, D2 antag, mIDH1 inhibitor
CC(C)CC(NC(=O)c1ccccc1NC(=O)c1ccccc1)C(=O)O (stereo unspecified)
→ 1.1, -17%, 0%, -0.6, 8%, 1, 0%, -3, 5%
CC(=O)Nc1ccc(SCC(=O)N(CCC#N)c2ccc(C)cc2)cc1
→ 0.2, -6%, -2%, 0.0, 22%, -3, -2%, -1, 1%
CCC(C)N1C(=O)C2C(C(=O)Nc3cccc(OC)c3)C3C=CC2(O3)C1C(=O)NC1CCCCC1C (stereo unspecified)
→ -0.2, 8%, -2%, ., 10%, 4, 0%, ., -1%
CCOc1ccc(C2=Nc3ccc(Br)cc3C(c3ccc(N4CCOCC4)cc3)=NN2)cc1
→ 0.0, -18%, 41%[activator], 0.3, 15%, 24, 2%, -9, 2%
Cc1cc(Br)ccc1NC(=O)C1CCCO1 (stereo unspecified)
→ 0.1, -12%, -1%, -0.9, 5%, -3, 4%, -11, 3%
Cc1cccc(-c2nnc(NC(=O)c3ccc(Cl)cc3)o2)c1
→ 8.4, -2%, -3%, 7.3, 2%[57.1 µM], 28, -1%[57.1 µM], -6, -2%
COc1cc(/C=C/c2c([N+](=O)[O-])c(=O)n(C)c(=O)n2C)cc(OC)c1OC
→ 0.4, -11%, 0%, 0.5, -3%, 1, -6%, -6, -2%
Cc1ccnc(NC(=O)COC(=O)c2ccc(F)cc2F)n1
→ 1.7, -22%, -7%, 1.1, 13%, -4, 1%, 2, -2%
CCCN1CCN(CCCNC(=O)C(CC)n2nc(C)c3sc4ccccc4c3c2=O)CC1 (stereo unspecified)
→ -1.1, -17%, -7%, 0.5, 11%, -8, 4%, -2, -10%
COc1cc(C2Nc3ccccc3C(=O)N2c2ccccc2)c(Br)cc1OCC(=O)O (stereo unspecified)
→ -0.1, -7%, -2%, 2.5, -21%, -3, 47%[activator], 10, 3%
COc1ccc(C)cc1NC(=O)CSc1nc2ccccc2nc1N1CCCCC1
→ -0.1, -15%, 39%[activator], 0.1, 26%[57.1 µM], -3, -1%[57.1 µM], 15, 0%
Clc1cccc(Cl)c1/C=N/Nc1c(Cl)cncc1Cl
→ 0.5, -15%, 11%, ., -20%, -6, -10%, ., -6%
O=C(CCCN1C(=O)c2ccccc2C1=O)NC1=NCCS1
→ 0.0, -15%, 0%, -0.3, 2%, 3, -2%, 6, 4%
COc1ccc(NC(=O)CN(C)C(=O)c2ccc3ccccc3c2)cc1
→ -0.2, -16%, 0%, 0.4, -3%, -1, -5%, -5, 7%
C/C(CS(=O)(=O)c1ccccc1)=N\O
→ 0.8, -10%, -12%, 1.0, 4%[57.1 µM], 6, -2%[57.1 µM], -7, 7%
C=CCN1C(=O)/C(=C2/Sc3ccccc3N2C)SC1=Nc1ccccc1C
→ 0.2, -24%, 11%, -0.1, -10%, -5, -10%, 5, -5%
Cc1ccc(-c2noc(C3CCCN(C(=O)c4cccc([N+](=O)[O-])c4)C3)n2)o1 (stereo unspecified)
→ -0.4, -18%, 8%, 0.2, 22%, 25, 1%, -1, 0%
COc1cc(OC)c(NC(=O)C2=C(C)C(=O)OC23CCN(C(C)=O)CC3)cc1Cl
→ -0.2, -12%, 0%, -0.2, 13%, 12, 6%, ., -6%
CCCOc1ccc(N2C(=O)CC(N(CCc3ccc(S(N)(=O)=O)cc3)C(C)=O)C2=O)cc1 (stereo unspecified)
→ -0.3, -15%, -4%, 0.3, 10%, 7, 4%, -5, -12%
COc1cc(C(=O)N2C[C@H]3CC[C@H]2C3)ccc1OC1CCN(C(C)=O)CC1
→ 0.4, -25%, 1%, 0.0, -3%, 2, 1%, -11, -2%
Cc1ccc(Nc2c3c(nc4nncn24)CCC3)cc1
→ -2.5, -22%, -1%, -0.7, -2%, 0, 5%, ., .
O=C(CN1CCCCCC1)Nc1ccc([N+](=O)[O-])cc1Cl
→ -0.5, -20%, -3%, -1.4, 20%[57.1 µM], 7, 7%[57.1 µM], 17, 7%
C=CCNC(=S)Nc1ccc(Cl)c(S(=O)(=O)N2CCOCC2)c1
→ 0.5, -23%, -1%, 1.1, -6%, -5, 0%, -19, 8%
Cn1cnnc1SCC(=O)c1c[nH]c2ccccc12
→ 0.3, -3%, 1%, 0.5, 10%, 2, 3%, -4, 3%
COc1ccccc1Cn1c(CNS(=O)(=O)c2ccccc2Cl)nc2cccnc21
→ -0.3, -26%, 19%, ., 21%[57.1 µM], -2, 2%[57.1 µM], ., 9%
COc1ccc2c(=O)c3c(=O)n(CCc4ccccc4)c(C(C)C)nc3oc2c1
→ -0.1, 0%, -2%, -0.6, 22%[57.1 µM], 0, 6%[11.4 µM], 8, 4%
CN(C(=O)COc1ncnc2ccccc12)C1CCCCC1
→ ., -17%, -1%, ., 10%, ., 2%, ., 4%
O=C(CSc1nc(-c2ccc(Cl)cc2)[nH]c(=O)n1)Nc1cccc(Cl)c1
→ -0.4, -14%, ., 0.7, 16%[11.4 µM], 0, 12%[57.1 µM], 13, -7%
Cc1ccc(C(=O)N2CCCC(C(=O)Nc3cccc(-c4ccc(F)cc4)c3)C2)cn1 (stereo unspecified)
→ 0.5, -22%, 3%, -0.3, 3%, 4, -5%, -9, 4%
Cn1cc(SCC(=O)NCC2CCCO2)c2ccccc21 (stereo unspecified)
→ 0.0, -21%, -4%, 0.3, 21%[57.1 µM], -1, 9%[57.1 µM], 2, 14%
O=S(=O)(c1ccc(Br)cc1Cl)N1CCCN(c2ccc(C(F)(F)F)cn2)CC1
→ ., ?, 1%, ., -9%, ., -9%, ., 8%
COc1ccc(CC(NC(C)=O)C(=O)NC2CCN(C(=O)Nc3ccccc3C)CC2)cc1OC (stereo unspecified)
→ 0.7, -24%, -4%, 0.7, 15%, -2, 3%, 17, -5%
C=CCNC(=O)CC(=O)N/N=C/c1ccc(F)cc1
→ 0.2, -10%, 1%, 0.9, 12%[57.1 µM], -2, 9%[57.1 µM], 3, -1%
CC1CCCCC1NC(=O)COC(=O)COc1ccccc1Cl (stereo unspecified)
→ -1.5, -21%, 3%, 0.5, 10%[57.1 µM], -5, -14%[57.1 µM], 4, 4%
Cc1nn(Cc2c(F)cccc2Cl)c(C)c1[N+](=O)[O-]
→ -0.6, -24%, -3%, -0.1, 28%[57.1 µM], -2, -6%[57.1 µM], -30, 9%
COc1ncccc1C(=O)N1CCCC(C(=O)c2cc(F)ccc2F)C1 (stereo unspecified)
→ 0.2, -25%, 0%, 0.6, 14%, 2, -1%, 5, 4%
COC(=O)c1ccccc1NC(=O)Cn1nc(C(F)(F)F)c2c1CCCC2
→ -0.2, -27%, -11%, -0.3, 0%, 57*, -12%, ., 8%
CC(=O)NCCC(=O)Nc1nc(-c2ccccc2Cl)cs1
→ -0.1, -21%, 0%, 0.2, 8%[11.4 µM], 7, 1%[11.4 µM], -1, -10%
C=CCN(Cc1ccc(Cl)s1)C(=O)CNC(=O)CNC(=O)c1ccc(Cl)cc1Cl
→ -0.3, -17%, 6%, 0.0, 33%[activator], -9, 0%, -12, -11%
CCn1c(CSc2nc3ccccc3s2)nnc1SCC(=O)OC(C)(C)C
→ 0.4, -1%, 4%, 0.4, -16%[2.29 µM], -5, 3%[2.29 µM], -8, 3%

Three of the entries above in order of the USP1 inh value, lowest first:
SMILES | TRHR agonist | USP1 inh | Pin1 inh | rTrxR1 inhibitor | TRHR PAM | TrxR1 substrate | D2 antag
COC(=O)c1ccccc1NC(=O)Cn1nc(C(F)(F)F)c2c1CCCC2 | -0.2 | -27% | -11% | 0% | 57* | -12% | .
C=CCNC(=S)Nc1ccc(Cl)c(S(=O)(=O)N2CCOCC2)c1 | 0.5 | -23% | -1% | -6% | -5 | 0% | -19
C=CCN(Cc1ccc(Cl)s1)C(=O)CNC(=O)CNC(=O)c1ccc(Cl)cc1Cl | -0.3 | -17% | 6% | 33%[activator] | -9 | 0% | -12

Continuation:
Below each SMILES – TRHR agonist, USP1 inh, Pin1 inh, D2 ag, rTrxR1 inhibitor, TRHR PAM, TrxR1 substrate, D2 antag, mIDH1 inhibitor
O=C(CN(CCc1ccccc1)S(=O)(=O)c1ccc(Cl)cc1)N/N=C/c1ccc2c(c1)OCO2
→ 0.6, -17%, 0%, 1.7, -10%, 2, -12%, 1, 5%
O=C(C(Cl)Cl)N1CCN(Cc2ccc3c(c2)OCO3)CC1
→ 0.8, -17%, -1%, 3.8, 9%, -2, 3%, -12, -8%
Cc1cc(C)nc(/N=C(\N)Nc2ccc(OCCC(C)C)cc2)n1
→ 27, -43%, 8%, 83*, 9%[57.1 µM], -20, 7%[57.1 µM], 52*, 2%
CCc1ccc(CN(Cc2ccco2)C(=O)COc2ccc(Cl)cc2C)cc1
→ 7.5, ?, 0%, 2.8, 51%[activator], -2, 21%, ., -8%
C=CCn1c(SCc2ccc(C(=O)NCCO)cc2)nc2ccccc2c1=O
→ 0.2, -22%, 0%, 0.0, 2%, 0, -6%, 2, 0%
COc1ccc(S(=O)(=O)N2CCCC(C(=O)N3CCCC3)C2)cc1OC (stereo unspecified)
→ 0.1, -11%, 5%, -0.1, 11%[57.1 µM], 5, 8%[57.1 µM], 0, 8%
COc1ccc2nc(NC(=O)c3cccc(N4C(=O)CCC4=O)c3)sc2c1
→ 1.9, -25%, ?, 0.2, 11%, -2, -1%, 0, -8%
COc1cccc(/C=C/C(=O)OCC(=O)N2CCCC2)c1OC
→ ., -6%, 1%, ., 23%, ., -1%, ., -11%
COc1ccc(CNC(=O)c2cc(-c3cc(C)cc(C)c3O)n[nH]2)cc1
→ -0.5, -3%, 3%, -1.0, -8%, 0, -8%, -15, 1%
CCCCc1nc2cc(C(=O)N3CCCCC3COC)ccc2o1 (stereo unspecified)
→ -0.3, 0%, 0%, -0.3, 6%, 2, -1%, -2, 4%
COC(=O)COc1ccc(S(=O)(=O)N2CCc3ccccc3C2)cc1C
→ 0.4, -16%, 2%, -1.1, 17%, -1, 5%, -3, 2%
CCOC(=O)C(C)NC(=O)C(NC(=O)C1CCC(CC)CC1)C(C)C (stereo unspecified)
→ -0.6, -8%, 1%, 0.5, 3%, -9, 2%, 11, 3%
